# Screens from PubChem.
# STAT1 inh – STAT1 signaling inhibition; NIH 3T3 STAT1-luciferase reporter, IFN-gamma, luminescence; inhibition, % at 5.5 µM; 200,000 tested, 0.35% active;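 active means inhibition above a set limit, the mean inhibition across all tested compounds plus 3 SD, cut at about 34% in these data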;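 further: 0% = IFN-gamma with DMSO and 100% = IFN-gamma with 300 µM nifuroxazide; values of inactives mirror those of a sister screen read the other way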
# TLR4 MyD88 comp – TLR4-MyD88 interaction inhibition in cells; AID 861; 200,000 tested, 0.18% active; inhibition, % at 8.4 µM; HeLa CL3-4 TLR4/MyD88 BLA complementation, FRET ratio; in the data active means inhibition above about 25%;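 further: 0% = vehicle and 100% = reference inhibitor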
# Target sequence (O00206 whole entry, looked up): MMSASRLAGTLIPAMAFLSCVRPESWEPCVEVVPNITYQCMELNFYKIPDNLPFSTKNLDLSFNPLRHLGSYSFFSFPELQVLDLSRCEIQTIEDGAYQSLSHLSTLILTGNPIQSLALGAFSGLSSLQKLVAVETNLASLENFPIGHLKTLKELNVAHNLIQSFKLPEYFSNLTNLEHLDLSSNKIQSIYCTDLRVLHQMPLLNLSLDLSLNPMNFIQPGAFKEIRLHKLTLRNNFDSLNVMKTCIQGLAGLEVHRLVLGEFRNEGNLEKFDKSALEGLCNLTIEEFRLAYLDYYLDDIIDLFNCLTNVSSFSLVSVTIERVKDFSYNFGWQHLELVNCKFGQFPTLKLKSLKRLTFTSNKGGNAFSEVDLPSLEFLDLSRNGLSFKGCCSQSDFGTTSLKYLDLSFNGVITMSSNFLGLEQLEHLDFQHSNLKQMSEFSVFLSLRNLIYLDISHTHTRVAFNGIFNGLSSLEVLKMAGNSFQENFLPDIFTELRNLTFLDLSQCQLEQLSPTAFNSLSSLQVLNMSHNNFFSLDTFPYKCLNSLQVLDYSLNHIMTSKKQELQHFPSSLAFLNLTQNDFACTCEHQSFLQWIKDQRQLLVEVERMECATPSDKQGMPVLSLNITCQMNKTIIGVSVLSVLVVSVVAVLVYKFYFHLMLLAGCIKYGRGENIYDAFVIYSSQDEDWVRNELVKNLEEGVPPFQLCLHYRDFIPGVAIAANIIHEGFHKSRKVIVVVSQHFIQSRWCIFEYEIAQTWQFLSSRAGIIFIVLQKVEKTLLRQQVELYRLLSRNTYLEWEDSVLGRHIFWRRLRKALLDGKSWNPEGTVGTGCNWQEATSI
# Target sequence (Q99836 whole entry, looked up): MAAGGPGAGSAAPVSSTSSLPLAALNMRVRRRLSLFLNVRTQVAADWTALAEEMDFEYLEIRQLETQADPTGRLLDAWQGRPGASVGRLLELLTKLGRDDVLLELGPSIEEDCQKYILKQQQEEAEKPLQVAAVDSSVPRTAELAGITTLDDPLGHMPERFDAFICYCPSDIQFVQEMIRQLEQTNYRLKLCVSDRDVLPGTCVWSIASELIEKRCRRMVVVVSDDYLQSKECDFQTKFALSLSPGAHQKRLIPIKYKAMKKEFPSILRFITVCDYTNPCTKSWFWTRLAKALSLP
# APP 5'UTR act – activates APP 5'UTR luciferase reporter. 190,000 tested, 1% active. SH-SY5Y APP 5'UTR luciferase reporter, luminescence; zero percent = DMSO vehicle wells. activation, % at 2 µM;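 active means activation above a set limit, based on mean plus 3 SD of controls, cut at about 140% in these data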; further: values of inactives mirror those of a sister screen read the other way
# STAT3 activator – activators of IL-6 induced STAT3 signaling. U3A cells, IL-6 STAT3-luciferase reporter, luminescence; 100% = signal with IL-6 EC80 alone. activation (% of control), % at 5.6 µM. 190,000 tested, 0.91% active;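 active means activation above the screen-wide mean of compound activation plus 3 SD, cut at about 130% in these data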;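 further: 0% = background luminescence of wells with medium and substrate only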
#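 Material: human U3A cells carrying STAT3-luciferase construct. Measured by: reporter luminescence signal. Timing: compound 1 h, then IL-6 6 h at 37 °C.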
# HMGR II inh – inhibitors of class II HMG-CoA reductase from Enterococcus faecalis | 190,000 tested, 0.41% active | inhibition, % at 10 µM | purified E. faecalis HMGR, NADPH absorbance 340 nm kinetic;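 active means inhibition above a set limit, the median over all tested compounds plus 3 SD, cut at about 9.5% in these data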;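 further: enzyme runs in reverse so mevalonate oxidation gives rising NADPH absorbance; 0% = complete reaction with DMSO and 100% = background rate lacking mevalonate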
# Hsp70 act – switches on Hsp70 transcription. HeLa Hsp70 promoter luciferase reporter, luminescence; scaled: vehicle 0, proteasome-inhibitor control 100%. activation, % at 10 µM. 200,000 tested, 0.04% active. AID 1203;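 active means activation above the mean across all tested compounds plus 3 SD, cutoff set per campaign, cut at about 5.5% in these data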;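 further: 100% = MG132 at 30 µM as the positive control and 0% = DMSO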
# DTT redox prof – compounds producing H2O2 with reducing agent – biochemical, NIH compound library profiling, artefact control for MLSCN library redox annotation, primary screen | DTT-dependent redox cycling H2O2, phenol red/HRP absorbance; 100% = 100 µM peroxide control, 0% = buffer | activation, % at 10 µM | 200,000 tested, 0.03% active;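 active means activation of at least 50% relative to the plate's high and low controls in the primary single-dose screen; inactive means activation below 50%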;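 further: compound incubated with DTT at 0.8 mM final as the reducing agent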
# STAT1 act – activators of IFN-gamma induced STAT1 signaling; AID 932; NIH 3T3 STAT1-luciferase reporter, luminescence; 100% = IFN-gamma alone, no compound; activation (% of control), % at 5.5 µM; 200,000 tested, 2.6% active;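 active means activation above the screen-wide mean activation plus 3 SD, cut at about 130% in these data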;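 further: raw ratio to IFN-gamma control signal so 100% means no change and 0% no light; values of inactives mirror those of a sister screen read the other way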
# NF-kB expr up – NF-kB expression increase, human neuronal cells; NF-kB reporter expression; active compounds read high; AID 1239; 190,000 tested, 1.6% active; fold change at 12.5 µM; in the data active means fold change above about 3.3
# STAT3 inh – STAT3 signaling inhibition | U3A cells, IL-6 STAT3-luciferase reporter, luminescence; host cell line lacks STAT1 | inhibition, % at 5.5 µM | 190,000 tested, 0.89% active;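 active means inhibition above the mean inhibition across all screened compounds plus 3 SD, cut at about 44% in these data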;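 further: 0% = DMSO only wells and 100% = 100 µM nifuroxazide control wells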
# The depositor's hits bear a star; / = not tested or not shown.
SMILES,STAT1 inh,TLR4 MyD88 comp,APP 5'UTR act,STAT3 activator,HMGR II inh,Hsp70 act,DTT redox prof,STAT1 act,NF-kB expr up,STAT3 inh
COc1cc(OC)cc(C(=O)NNC(=S)NCc2ccco2)c1,3.5,-6.5,-3.0,102.3,-5.7,-0.5,1.1,94.5,0.93,-1.3
C=CCNC(=O)CCCCC(=O)NCC=C,4.3,-0.5,1.4,96.7,-1.9,-0.3,-4.2,96.0,1.23,7.2
Cc1cc(C)n2c(Nc3ccc4c(c3)OCCO4)c(-c3ccco3)nc2n1,15.0,-0.6,4.4,93.2,-5.9,0.4,-0.5,86.4,0.73,16.4
Cc1cccc(C)c1NC(=O)Cn1nnc(-c2ccc(CN3CCC(C)CC3)cc2)n1,4.5,0.4,2.6,109.7,-5.3,0.1,-2.1,95.5,1.44,-7.7
CCC(C)N1C(=O)CCC1C(=O)N1CCN(c2ccccc2F)CC1 (stereo not drawn),0.3,7.1,5.4,99.0,2.4,-0.4,1.2,99.7,1.33,4.7
O=C(O)c1cccnc1SC1CC(=O)N(Cc2ccccc2)C1=O (stereo not drawn),-1.0,10.0,4.6,100.9,0.8,0.5,0.8,97.9,1.41,1.9
Cc1nn2c(CN(C(=O)COc3ccccc3)c3ccccc3)nnc2c2ccccc12,0.8,-5.6,5.3,107.3,-5.0,-0.2,0.1,99.3,0.72,-8.7
COc1ccc(C2N3CC4(C)CN2CC(C)(C3)C4)cc1OC (stereo not drawn),6.5,6.0,-7.5,103.0,-3.3,-0.1,-2.1,95.2,0.88,0.8
O=C(CNC(=O)c1ccc(Cl)cc1Cl)NCC(=O)Nc1ccccc1N1CCOCC1,0.3,2.7,-2.6,104.2,-2.0,-0.2,-0.6,99.8,1.29,2.4
CCOC(=O)c1ccc(NC(=S)NCc2cccnc2)cc1,-0.6,-8.2,12.1,90.6,5.1,-0.3,-0.3,98.7,1.17,17.5
O=C(/C=C/c1ccccc1)N1CCN(C(=O)c2ccco2)CC1,-5.6,2.4,14.7,108.4,-4.9,-0.2,-3.4,105.0,1.21,-7.6
CNC(=O)c1c(N)sc2c1CCCCC2,3.9,-6.7,-5.9,87.9,-5.8,-0.2,0.6,96.4,0.97,19.5
CN1CCc2c(C#N)c(N3CCCCC3)nc(N3CCOCC3)c2C1,-4.1,1.4,-4.5,98.4,/,-0.1,-1.3,103.8,/,5.4
CCN(CC)C(=O)c1ccc2nc(-c3ccccc3)c(-c3ccccc3)nc2c1,0.1,-4.0,-8.2,96.7,-2.0,-0.2,-0.7,100.0,1.29,2.6
O=C(CN1C(=O)c2ccccc2C1=O)OCCOCCN=C1NS(=O)(=O)c2ccccc21,1.5,-4.0,-5.7,102.4,0.2,0.4,-0.2,99.2,1.17,-2.3
O=C(Nc1ccccc1)c1ccccc1C(=O)N1CCCCC1,-0.2,1.1,-8.9,94.1,-1.4,-0.1,0.0,101.8,1.07,11.7
CCOC(=O)C1CCN(S(=O)(=O)c2ccc3c4c(cccc24)C(=O)N3)CC1,2.1,8.4,-7.3,115.3,-7.2,-0.4,-3.1,98.0,1.01,-13.9
O=C1c2ccccc2C(=O)N1CCSc1nc2ccccc2c(=O)n1CCCN1CCOCC1,-1.2,5.0,-1.4,101.7,0.5,-0.3,-0.4,100.0,0.9,-0.5
CCCC(C)NC(=O)c1nc(-c2ccccc2)n(-c2ccccc2)n1 (stereo not drawn),1.4,1.3,-3.2,97.4,-5.5,-0.2,0.4,98.8,1.04,7.6
CC(C)NC(=O)c1ccccc1NC(=O)Cc1ccc(Cl)cc1,2.9,-6.0,-5.8,99.8,0.6,-0.5,-0.2,97.4,1.1,7.2
CCCS(=O)(=O)N1CCN(Cc2ccc(OCc3ccccc3)c(OC)c2)CC1,0.3,-12.8,1.7,90.2,/,-0.2,2.6,99.8,/,14.4
CCC(OC(=O)c1cccs1)C(=O)NCc1ccco1 (stereo not drawn),4.8,-2.7,3.2,101.7,-8.9,0.0,1.4,95.5,1,2.2
COc1ccc(S(=O)(=O)N2CCN(C(=O)c3c(C)nn(-c4ccccc4)c3Cl)CC2)cc1,11.2,-7.8,10.4,93.8,-5.3,0.2,-0.1,89.7,1.15,11.2
CN(C)CCN(Cc1cc2cc3c(cc2[nH]c1=O)OCO3)C(=S)NCC1CCCO1 (stereo not drawn),-6.0,1.9,-5.2,98.9,-2.0,0.1,-1.7,104.5,1.15,2.7
Cc1ccc(SCCC(=O)Nc2ccccc2Br)cc1,0.3,-0.4,-7.1,104.2,-6.5,0.4,-0.4,98.7,1.35,-3.9
CCOc1ccc(C(C)NC(=O)C2CCC2)cc1 (stereo not drawn),-4.4,5.1,-2.4,99.3,-8.4,-0.4,0.1,103.9,1.24,3.5
Cc1cc(=O)[nH]c(Nc2c(C)n(C)n(-c3ccccc3)c2=O)n1,-0.9,5.6,10.2,101.3,-3.0,-0.2,2.0,100.9,1.45,2.8
COc1ccc(C(=O)Nc2cc(C(F)(F)F)ccc2-n2cnc3ccccc32)cc1,-0.9,5.0,-5.4,95.5,2.9,-0.3,0.3,100.9,0.94,8.1
O=S(=O)(Cc1ccccc1Cl)CC(O)COc1ccccc1Cl (stereo not drawn),3.0,5.0,37.7,100.2,-5.2,0.0,-4.9,97.3,1.53,1.2
COC(=O)c1c(C)nc(C)c(C(=O)OC)c1-c1cccs1,6.0,-3.0,2.5,104.5,-5.6,-0.3,-0.7,95.0,1.11,-4.9
CC1CCC(C(=O)NC(C(=O)NCc2cccnc2)C(C)C)CC1 (stereo not drawn),-4.2,16.1,-11.8,101.6,-6.0,-0.2,0.1,103.9,1.22,-5.1
COC(=O)CCC(=O)Nc1ccc(S(=O)(=O)N2CCCCCC2)cc1,-8.9,3.4,-4.3,100.4,0.0,-0.2,3.9,108.1,0.9,5.4
CCOC(=O)C1CCN(C(C(=O)NC2CCCC2)c2ccc(C)cc2)CC1 (stereo not drawn),-3.8,4.2,11.1,96.6,-1.9,-0.3,0.1,103.4,1.19,12.8
CCc1ccc(OCCCC(=O)Nc2ccc(N3CCOCC3)cc2)cc1,-6.6,3.7,-5.5,97.9,-2.0,-0.2,-0.9,104.5,1.3,6.9
Cc1oc(-c2ccccc2)nc1CC(=O)O,-0.5,-4.4,0.6,101.3,-0.9,-0.4,0.4,98.7,1.17,-1.7
CC(C)=CCCC(C)CN1CCC(N2CCC(C(=O)N3CCOCC3)CC2)CC1 (stereo not drawn),8.2,1.8,6.1,108.5,1.4,-0.2,-1.2,91.1,0.73,-4.5
Cc1nc2c(-c3ccccc3)c(C)[nH]n2c(=O)c1Cc1ccccc1,7.0,6.4,-11.9,99.5,-3.1,0.2,-0.2,92.8,0.63,7.6
CS(=O)(=O)N1CCN(c2ccccc2NC(=S)NC(=O)c2ccccc2[N+](=O)[O-])CC1,11.4,-20.6,-8.2,88.6,-0.1,-0.3,0.1,87.9,0.43,18.1
O=C(c1nsc(Cl)c1Cl)N1CCCCC1,0.3,6.8,1.2,103.6,1.5,0.0,0.0,99.7,0.93,0.3
O=C(CSCc1ccc(Cl)cc1)Nc1ccc(S(=O)(=O)N2CCOCC2)cc1,-6.5,16.3,9.8,99.2,1.6,-0.2,-0.5,105.8,0.94,3.2
CNC(=O)c1ccc(NC(=O)c2cccc(C(F)(F)F)c2)cc1,1.6,-12.2,-2.1,92.8,0.8,-0.1,-1.3,98.4,1.07,11.1
COc1ccc(NC(=S)Nc2cc(C)ccn2)c(OC)c1,-49.5,-5.9,/,141.3*,1.2,0.2,-1.2,144.6*,2.43,-43.9
O=[N+]([O-])c1cc(C(F)(F)F)ccc1Sc1ccc2ccccc2n1,8.0,11.3,19.5,111.2,-2.8,-0.2,-3.9,92.9,1.08,-8.9
N#Cc1ccc(-c2ccccc2)nc1SCC(=O)c1cc2ccccc2oc1=O,4.4,-0.8,1.3,91.2,-2.3,-0.1,-6.1,96.0,1.5,14.2
O=C(COC(=O)c1ccccc1NC(=O)c1ccco1)NC1CCCCC1,-6.8,-6.9,13.3,101.0,-1.5,-0.3,0.4,106.2,1.04,4.5
CCS(=O)(=O)c1nc(S(=O)(=O)c2ccc(C)cc2)c(NCCCN(C)C)s1,6.7,-24.9,17.0,93.7,-4.5,0.0,-0.8,92.4,1.37,12.2
CCOC(=O)N1CCN(C(=O)Cc2ccsc2)CC1,7.0,0.2,-2.4,107.9,-4.7,-0.2,-0.2,93.5,0.98,-6.0
CCOc1ccccc1N1CCN(C(=O)Nc2ccc(Cl)c(Cl)c2)CC1,-1.5,1.0,-3.8,102.7,1.7,-0.4,0.6,101.4,0.79,-3.0
Cc1ccc2c(c1)C(c1ccc(F)cc1)N(C(=O)C1CC1)CC(=O)N2 (stereo not drawn),0.0,13.2,-12.4,108.5,4.9,0.9,-1.6,100.0,1.47,-5.6
CCCCNC(=O)c1ccc2c(c1)ncn2C1CCCC1,8.4,-10.4,/,100.0,-2.0,0.1,0.4,92.3,1.18,6.8
OCC1(CCc2ccccc2)CCN(Cc2ccc3nsnc3c2)CC1,-1.9,9.3,19.5,113.3,0.9,0.0,0.2,100.0,1.23,-13.1
C=CCSc1nnc2c(n1)OC(c1cccnc1)Nc1ccccc1-2 (stereo not drawn),-5.5,-10.2,14.1,105.8,2.9,-0.2,0.8,105.1,2.69,-2.5
C=CCn1c(-c2ccc(Cl)cc2)c[nH]c1=S,-3.1,4.9,-12.2,85.8,-0.5,-0.2,1.5,102.8,1.5,19.0
CCCCC(CC)CNC(=O)C1CCCN(S(=O)(=O)c2cnc[nH]2)C1 (stereo not drawn),1.5,-12.2,5.9,105.2,0.8,-0.4,-0.2,98.7,1.35,-0.9
Cc1nc(Oc2cccc(Cl)c2)c2oc3ccccc3c2n1,0.2,-5.1,14.5,86.1,-3.6,-0.3,0.3,99.8,1.21,16.6
CCOC(=O)N1CCN(C(=O)CSc2nnc(COc3ccccc3)o2)CC1,3.4,-4.3,5.4,99.5,2.8,-0.3,-0.5,96.9,1.1,5.8
COc1ccc(C2CC(c3ccccc3)=NN2C(=O)CSc2ncccn2)cc1 (stereo not drawn),-2.5,-2.1,-5.5,100.2,-3.4,0.3,0.4,102.3,0.8,-4.7
Clc1ccc(Nc2nc(-c3ccncc3)cs2)cc1,-42.0,2.9,2.0,122.7,/,-0.2,-0.5,136.9*,/,-23.1
